TNAP inh hi DEA – human TNAP enzyme inhibitors, primary screen, biochemical, luminescent, high phosphate acceptor level, uHTS; Alkaline phosphatase, tissue-nonspecific isozyme (Homo sapiens), P05186; purified TNAP, CDP-star luminescence, 1 M DEA; inhibition, % at 20 µM; 200,000 tested, 0.03% active;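 active means over 50% inhibition of tissue-nonspecific alkaline phosphatase at 20 µM in the single-dose screen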;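 further: plate controls were DMSO wells for no effect and EDTA-quenched wells as full inhibition for full effect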
RAM inhibit – inhibitors of the yeast RAM network, primary screen, dse1pr::URA3 reporter, 5-FOA selection | inhibition, % at 50 µM | S. cerevisiae dse1pr::URA3 reporter, 5-FOA growth OD615, 2 d; analog-sensitive cbk1-as2 kinase mutant strain | 190,000 tested, 1.8% active | AID 868, 2007;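 active means inhibition above a set limit, 3 SD over mean compound inhibition, cut at about 8.4% in these data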;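 further: 0% = DMSO-only wells with no growth and 100% = 10 µM 1-NA-PP1 full growth; inhibition rescues growth on 5-FOA so higher OD means more RAM inhibition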
TNAP inh noacc – human TNAP enzyme inhibitors, primary screen, biochemical, luminescent, no phosphate acceptor, uHTS; Alkaline phosphatase, tissue-nonspecific isozyme (Homo sapiens), P05186; 200,000 tested, 0.26% active; purified TNAP, CDP-star luminescence, 30 min; inhibition, % at 20 µM;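 active means tissue-nonspecific alkaline phosphatase inhibition above about 50% at 20 µM in the single-dose screen, limit read from the data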;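 further: 0% = DMSO negative control and 100% = EDTA positive control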
bIAP inh – bovine intestinal alkaline phosphatase inhibitors, primary screen, selectivity assay for TNAP inhibitor project, biochemical, bovine IAP, CDP-star luminescence; 190,000 tested, under 10 active; alkaline phosphatase, intestinal [Bos taurus]; inhibition, % at 20 µM; AID 1019, 2008; purified bovine IAP, 30 min;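 active means over 50% inhibition of intestinal alkaline phosphatase at 20 µM in the single-dose screen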
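System: purified bovine intestinal alkaline phosphatase (IAP) enzyme; Input: IAP diluted 1/65,000,000 in the well; Measured by: CDP-star luminescence signal; Compound dosing: 20 µM single dose; Incubation: 30 min reaction at room temperature.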
bIAP act – bovine intestinal alkaline phosphatase activators, primary screen, biochemical, bovine IAP, CDP-star luminescence | alkaline phosphatase, intestinal [Bos taurus] | purified bovine IAP, 30 min; hits give high values; fold of DMSO-control signal, blank-subtracted | activation factor at 20 µM | 200,000 tested, 0.17% active | AID 1016, 2008;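 active means activation factor of 2 or more at 20 µM, a signal rise over negative controls twice the positive control's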
TNAP act hiacc – TNAP activators at high phosphate acceptor level, primary screen, biochemical, luminescence, uHTS | activation factor at 20 µM | Alkaline phosphatase, tissue-nonspecific isozyme (Homo sapiens), P05186 | purified TNAP, CDP-star luminescence, 1 M DEA, 30 min; hits give high values; 0 = EDTA background, 1 = DMSO-only activity | 200,000 tested, under 10 active;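 active means activation factor at least 2 at 20 µM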
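Test system – human TNAP · Doses – 20 µM single point · Incubation – 30 min, room temperature · Signal – luminescent substrate turnover signal · Read-out basis – activation factor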
FLuc act counter – FLuc activators, initial screening, artefact control for FLuc-dependent activation tests, biochemical, ATPlite luminescence; ATPlite luciferase biochemical, 10 min; 0 = ATP-free wells, 1 = DMSO control; Luciferin 4-monooxygenase (Photinus pyralis), P08659; 200,000 tested, under 10 active; activation factor at 10 µM;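 active means luciferase activation factor, scaled between plate controls, of at least 2 with compound at 10 µM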
Target sequence (P08659 whole entry, looked up): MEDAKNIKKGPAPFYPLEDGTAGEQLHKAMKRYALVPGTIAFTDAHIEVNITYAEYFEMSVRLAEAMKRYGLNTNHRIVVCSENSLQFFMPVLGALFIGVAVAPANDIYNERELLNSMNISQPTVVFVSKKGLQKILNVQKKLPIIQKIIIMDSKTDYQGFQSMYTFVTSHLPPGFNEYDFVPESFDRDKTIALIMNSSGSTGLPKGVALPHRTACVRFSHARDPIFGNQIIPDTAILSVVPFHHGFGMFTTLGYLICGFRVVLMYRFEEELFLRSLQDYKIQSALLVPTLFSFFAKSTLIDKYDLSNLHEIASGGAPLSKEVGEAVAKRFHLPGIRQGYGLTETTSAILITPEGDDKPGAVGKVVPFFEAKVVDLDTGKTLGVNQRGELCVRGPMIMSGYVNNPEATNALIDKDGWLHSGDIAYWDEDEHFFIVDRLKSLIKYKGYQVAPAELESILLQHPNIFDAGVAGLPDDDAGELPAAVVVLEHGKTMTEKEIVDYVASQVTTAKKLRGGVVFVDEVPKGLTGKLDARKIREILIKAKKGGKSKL
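test system = cell-free luciferase reagent | medium = PBS as buffer for the ATP substrate | dosing = test compounds dosed from 2 mM stocks in 100% DMSO | incubation = 10 min at ambient temperature | detection = luminescence measurement of luciferase light output | benchmarks = low control with PBS replacing ATP, high control enzyme plus ATP without compound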
APP 5UTR inh – inhibitors of APP translation via 5'UTR reporter, primary screen, APP 5'UTR luciferase, SH-SY5Y cells; SH-SY5Y APP 5'UTR-luciferase reporter, luminescence; inhibition, % at 2 µM; 190,000 tested, 0.82% active; AID 1285, 2008;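 active means inhibition above a set limit, derived from the sample mean plus 3 SD, cut at about 45% in these data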; further: values of inactives mirror those of a sister screen read the other way
FLuc inhib CS – firefly luciferase enzyme inhibitors, primary screen, artefact control for luciferase-based inhibitor screens, biochemical, luminescence, ATPLite | 200,000 tested, 1.5% active | 10 min | inhibition, % at 10 µM;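 active means inhibition above about 50% when tested at 10 µM, limit read from the data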
Lmaj promast – Leishmania major promastigote growth inhibition, primary screen; AID 1063, 2008; Leishmania major promastigotes, resazurin fluorescence viability; 200,000 tested, 9% active; inhibition, % at 10 µM; in the data active means inhibition above about 50%;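 further: promastigotes grown with compound for 44 hours at 28 °C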
Active calls of the source: *; . = not tested or not shown.

SMILES	TNAP inh hi DEA	RAM inhibit	TNAP inh noacc	bIAP inh	bIAP act	TNAP act hiacc	FLuc act counter	APP 5UTR inh	FLuc inhib CS	Lmaj promast
CCCCCCC(=O)Nc1c2c(nc3ccccc13)N(C)CC2	0	0.1	-4	-3	1	1	1	.	-5	-7
COc1ccc(/C=C/C(=O)Nc2cc(S(=O)(=O)N3CCOCC3)ccc2N2CCCC2)cc1OC	-1	0.4	-10	-17	1.2	1	1	3	-4	19
Clc1cccc(Cl)c1CSc1nnc(-c2sccc2-n2cccc2)o1	4	17*	0	.	0.5	1	1	-8	0	-1
CC1(C)CC(=O)c2cc(C(=O)N3CCCC(C)(C)C3)c(=O)n(-c3ccccc3)c2C1	-5	0.5	4	-5	1	1.1	1.1	-3	-5	83*
O=C(OCc1nnc(-c2ccc(Cl)cc2)o1)c1ccc(O)cc1	-1	3.9	-3	-27	1.3	1	1	4	-3	3
O=[N+]([O-])c1ccc(N2CCN(S(=O)(=O)c3ccccc3[N+](=O)[O-])CC2)cc1NCc1cccnc1	9	1.1	7	7	0.9	0.9	1	8	-3	68*
Cc1ccc2nc(NC(=O)Cc3cccs3)sc2c1	-9	0.7	-17	-3	1	1.1	0.9	-94	6	29
CCOC(=O)c1c(NC(=O)c2cc(C(C)C)on2)sc(C(C)=O)c1C	-2	0.8	-5	-4	1	1	1.1	7	-8	-3
CCN(CC)S(=O)(=O)c1ccc(N2CCOCC2)c(NC(=O)C(=O)c2c(-c3ccccc3)cc3ccccn23)c1	3	6.1	2	22	0.8	1	1	4	-3	24
CCOC(=O)c1[nH]ncc1CN1CCCC(C(=O)c2cccc(OC(C)C)c2)C1 (stereo not given)	-3	0.0	-16	-18	1.2	1	1	13	-4	3
COc1ccccc1C(=O)NCc1ccc(-c2nc3ccccc3s2)cc1	-3	9.1*	-16	11	0.9	1	0.7	-34	27	-8
O=C(COC(=O)CCCNC(=O)c1ccc(Cl)cc1)Nc1cc(Cl)c(Cl)cc1Cl	-4	42*	-3	14	0.9	1	0.9	10	10	6
Clc1cc(Cl)c2nc(N3CCCCC3)sc2c1	-8	6.6	-4	10	0.9	1.1	0.9	-63	9	0
O=S(=O)(NCc1cn2ccsc2n1)c1ccc(Oc2ccccc2)cc1	-6	4.7	0	3	1	1.1	1.1	-9	-8	10
CC(=O)Nc1cccc(NC(=O)CCCC(=O)O)c1	-3	0.6	-3	11	0.9	1	1.1	3	-6	-5
CNc1nc(CC(C)=O)ns1	-4	0.5	-9	8	0.9	1	1	1	-2	-4
CCC(=O)NCCc1cc2ccc(C)cc2[nH]c1=O	-2	1.7	-4	8	0.9	1	0.9	-2	6	-6
COc1ccc(N2C(=O)c3ccccc3C2=O)cc1	-4	2.1	-6	0	1	1	0.9	-2	9	-5
Cc1nc(-c2ccccc2)nc(Cl)c1Cl	2	3.5	-7	-1	1	1	1	-8	1	3
Cc1ccccc1NC(=O)c1c(C)nn(-c2ccccc2)c1Cl	-5	4.6	-10	11	0.9	1	0.9	-14	7	1
O=C(OCc1cccc2ccccc12)C1CC(=O)N(c2ccccc2)C1 (stereo not given)	-6	11*	-1	5	1	1.1	1.1	-21	-8	-3
CN1CCc2cc3c(c4c2[C@H]1[C@H](O)c1ccccc1-4)OCO3	8	-0.1	-2	0	1	0.9	1	4	0	96*
CC1CCc2sc3ncnc(N4CCOCC4)c3c2C1 (stereo not given)	0	0.1	-6	1	1	1	1	-4	-3	-3
CCC(C)NCCCOc1ccc(Cl)cc1C(C)(C)C (stereo not given)	-7	-0.7	-14	0	1	1.1	1.1	-10	-6	100*
Cc1nnc(NC(=O)CSc2nnc(Cc3cccn3C)n2-c2ccccc2)s1	-5	1.0	-5	12	0.9	1.1	1.1	-2	-6	-2
CC(C)N1CCC(=NNC(=O)c2ccccc2[N+](=O)[O-])CC1	1	1.1	1	5	0.9	1	1	4	-3	-5
Nc1cc(Cl)ccc1N1CCCC1	0	1.9	-6	-17	1.2	1	1	-4	-1	-5
N#CC1=C(N)Oc2n[nH]c(-c3ccccn3)c2C1c1c(F)cccc1Cl (stereo not given)	-2	0.9	8	-24	1.2	1	1.1	-4	-10	1
Cc1cc(/C=C2/SC(=O)N(CC(=O)N3CCCC3)C2=O)ccc1N1CCOCC1	19	2.6	-2	2	1	0.8	0.7	-13	30	6
COC(=O)NNC(=O)C(C)Oc1ccc(Cl)cc1Cl (stereo not given)	-4	-0.9	-10	0	1	1	1.1	12	-5	-3
CN1CCN(c2ccc(NC(=O)c3ccc(Cl)cc3)cn2)CC1	-3	2.2	-8	0	1	1	1	-24	-1	-11
Brc1ccc(CSc2ccc3nnc(-c4cccnc4)n3n2)cc1	-3	10*	-3	-4	1	1	1.1	19	-5	15
Cc1cc(C)nc(SC(C(=O)O)c2ccccc2)n1 (stereo not given)	-4	2.3	-11	30	0.7	1	1	10	0	-1
COc1cccc(OC)c1OCCCCCc1c(C)n[nH]c1C	-6	0.5	-7	-19	1.2	1.1	1.1	-3	-6	-1
CC(C)c1nnc(NC(=O)c2c(O)c3cccc4c3n(c2=O)CCC4)s1	-4	0.1	-2	0	1	1	1.1	-18	-6	72*
CC(=O)CC(C)=NCCN=C(C)CC(C)=O	-1	3.0	-6	1	1	1	1	1	-5	-1
CC(=O)c1cccc(Nc2nc(=O)c3cccnc3s2)c1	-7	-0.2	-7	10	0.9	1.1	1.1	13	-6	3
O=C(CSc1ccccc1C(=O)NCc1ccccc1)NC1CCCCCCC1	3	2.1	1	20	0.8	1	0.8	-8	18	12
Cc1cc(C(=O)CSc2nc3ccccc3c(=O)n2C)c(C)n1CC1CCCO1 (stereo not given)	-2	4.7	-8	-35	1.3	1	1	17	-1	2
COc1ccc(/C(C)=N/NC(=O)CCC(=O)Nc2ccc(Cl)cc2Cl)c(OC)c1	6	0.4	5	1	1	0.9	1	6	-1	-5
Cc1c(Cl)cn2c(=O)cc(CN3CCN(c4ccc(F)cc4)CC3)nc2c1Cl	-3	0.4	-7	-10	1.1	1	1	12	-3	-6
Cc1cc(C)c(NC(=O)Nc2ccccc2)c(Cl)c1	0	1.8	-8	4	1	1	1	-11	-1	8
Cc1cc(C(=O)NCCc2ccc(S(N)(=O)=O)cc2)no1	-3	3.0	-10	0	1	1	1.1	17	-7	0
CCOc1ccc(N(CC(=O)NC2CCCCC2)C(=O)CSc2nnc(COc3ccccc3)o2)cc1	-6	7.4	-15	-10	1.1	1.1	1	-21	-5	13
CCc1cccc(NC(=O)CN(c2ccc(OC)cc2)S(=O)(=O)c2c(C)n[nH]c2C)c1	-3	3.2	-5	-60	1.6	1	1.1	10	-5	20
